Screens deposited in PubChem BioAssay by several laboratories.
Rev-erbA mod: Rev-erb alpha (human) modulation; 0.79% of 370,000 active; activity, % at 10 µM; Rev-erbα–FITC-DNA binding, fluorescence polarization, 90 min;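 active means activity above about 14%, limit read from the data; passing the limit was not always enough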;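 further: 0% = DMSO wells with 35 nM protein and 100% = DMSO wells with 750 nM protein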
ssDAF-12 act: activators of S. stercoralis DAF-12 nuclear receptor. HEK293 ssDAF-12/GRIP1 lit1-tk-luc reporter, luminescence; % of 3 µM dafachronic acid response. activation, % at 6.8 µM. AID 652126. 1% of 370,000 active;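 active means activation above the mean over all tested compounds plus 3 SD, cut at about 0.9% in these data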;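 further: 0% = DMSO-only wells and 100% = 3 µM delta7-dafachronic acid wells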
DAX1 inh-1: inhibitors of DAX1 repression of SF-1 activated StAR promoter; HEK293T StAR-luciferase reporter, SF-1/DAX-1 repression relief; inhibition, % at 6.8 µM; 1.1% of 370,000 active; AID 652010;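 active means inhibition above the mean over all tested compounds plus 3 SD, cut at about 3.6% in these data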;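 further: 0% = DAX-1 cells with DMSO and 100% = cells lacking DAX-1 with DMSO; higher inhibition means more luminescence from relief of DAX-1 repression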
SMARCA2 activ: activators of SMARCA2 function. 1% of 370,000 active. AID 652017. MG213 cells, MMTV-luciferase reporter, dexamethasone, overnight. activation, % at 9.1 µM; in the data active means activation above about 7.8%;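 further: 0% = vehicle wells and 100% = reference activator wells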
hcDAF12 agonist: H. contortus DAF-12 activation, primary screen; HEK293 hcDAF-12 lit1-tk-luc reporter, luminescence; 0% DMSO, 100% Δ7-dafachronic acid; activation, % at 6.8 µM; 1.4% of 370,000 active; AID 652067;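 active means activation above the mean of all tested compounds plus 3 SD, cut at about 5.5% in these data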;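 further: 100% = response to 3 µM Δ7-dafachronic acid high control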
PLC-beta3 inh: PLC-beta3 (human) inhibition, primary screen; Purified PLC-beta3, fluorogenic substrate, fluorescence; Q01970; 0.18% of 370,000 active; AID 720704; inhibition, % at 12.2 µM; in the data active means inhibition above about 11%;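 further: 0% = median of compound wells on plate and 100% = full blocker control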
MBD2 inh: inhibitors of human MBD2 binding to methylated oligonucleotide; 0.31% of 370,000 active; TR-FRET; inhibition, % at 4.4 µM; AID 686964; in the data active means inhibition above about 13%
Target sequence (Q9UBB5 whole entry, looked up): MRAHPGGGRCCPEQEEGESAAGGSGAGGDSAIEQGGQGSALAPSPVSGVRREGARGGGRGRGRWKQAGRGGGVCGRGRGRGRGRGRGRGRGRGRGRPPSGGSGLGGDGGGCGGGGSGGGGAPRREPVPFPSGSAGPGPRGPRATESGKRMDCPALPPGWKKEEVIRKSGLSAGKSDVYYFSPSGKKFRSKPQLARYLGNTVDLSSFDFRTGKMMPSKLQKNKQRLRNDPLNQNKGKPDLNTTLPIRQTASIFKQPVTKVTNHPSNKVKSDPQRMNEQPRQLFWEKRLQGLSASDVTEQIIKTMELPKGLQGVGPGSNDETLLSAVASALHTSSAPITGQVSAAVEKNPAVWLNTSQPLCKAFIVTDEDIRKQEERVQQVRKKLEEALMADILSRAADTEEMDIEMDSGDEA
DAX1 inh-2: inhibitors of human orphan nuclear receptor DAX1 (NR0B1); P51843; HEK293 Gal4-DAX1 luciferase reporter, luminescence; inhibition, % at 6.75 µM; 0.99% of 340,000 active; AID 504766;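 active means inhibition above the mean over all tested compounds plus 3 SD, cut at about 4.2% in these data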;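 further: 0% = DAX1-transfected cells with DMSO and 100% = empty-vector control cells with DMSO; inhibition shows as a rise in luminescence from relieved DAX1 repression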
Target sequence (P51843 207-470 limits assumed): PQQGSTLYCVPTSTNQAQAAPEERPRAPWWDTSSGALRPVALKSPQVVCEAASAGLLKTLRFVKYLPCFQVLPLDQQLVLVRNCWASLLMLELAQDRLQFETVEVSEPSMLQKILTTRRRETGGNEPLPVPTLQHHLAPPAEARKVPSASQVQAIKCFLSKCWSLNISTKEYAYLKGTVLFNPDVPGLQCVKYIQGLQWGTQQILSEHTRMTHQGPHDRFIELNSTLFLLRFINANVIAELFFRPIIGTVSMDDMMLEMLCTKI
hgDAF-12 ag: hgDAF-12 agonism, primary luciferase screen. HEK293 GAL4-hgDAF12 UAS-luciferase reporter, agonist luminescence; normalized to butyrate control. activation, % at 6.8 µM. 1.8% of 370,000 active;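 active means activation above a cutoff set at the mean of all screened compounds plus 3 SD, cut at about 10% in these data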;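 further: 0% = DMSO wells and 100% = sodium butyrate wells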
PLC-gamma1 inh: inhibitors of human phospholipase C gamma1; inhibition, % at 12.2 µM; 0.84% of 370,000 active; P19174; AID 720700; purified PLC-gamma1, fluorogenic substrate, fluorescence; in the data active means inhibition above about 9.5%
ADAM17 inh: inhibits human ADAM17; P78536; recombinant ADAM17, EDANS/DABCYL FRET peptide cleavage; inhibition, % at 6.95 µM; 0.83% of 370,000 active; AID 720648;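 active means inhibition above the mean of compounds lying between control limits plus 3 SD, set per campaign, cut at about 8.5% in these data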;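 further: 0% = DMSO-only wells as the low control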
Numbers without * were called inactive; . = not tested or not shown; & = joins results of further samples. A portion of the library; rates above refer to the full screens.

SMILES	Rev-erbA mod	ssDAF-12 act	DAX1 inh-1	SMARCA2 activ	hcDAF12 agonist	PLC-beta3 inh	MBD2 inh	DAX1 inh-2	hgDAF-12 ag	PLC-gamma1 inh	ADAM17 inh
CCCCn1nnnc1C(CC)N1CCC2(CC1)C(=O)NCN2c1ccccc1 (stereo not drawn)	4	-1.2	-0.2	-4	-1.0	-2	3	.	1.2	5	-3
Cn1cccc1/C=C1/C(=O)NC(=O)N(C(C)(C)C)C1=O	-1	-1.3	-0.8	-3	-1.4	-43	-8	4.8*	-2.2	4	1
C[C@]12CCC3C(CC[C@@H]4CC(=O)CC[C@]34C)C1CC[C@@H]2O (stereo partly drawn)	6	-1.6	-0.7	-5	-2.6	3	-3	2.9	-4.7	4	2
Oc1ccc(Br)cc1CN1CCN(c2ccccc2)CC1	-2	-0.6	-0.8	-6	-0.3	-2	0	0.6	-0.7	-3	-4
CC(=O)OC1CCC2(C)C3CCC4(C)C(OC(C)=O)CCC4C3C(C)C2(O)C1 (stereo not drawn)	2	-1.1	-1.1	-1	-1.2	0	-3	0.1	-1.5	1	1
CCOC(=O)CNC(=O)N1Cc2ccccc2-n2nncc2C1	-5	-0.9	0.7	0	-0.7	5	3	0.3	-5.7	7	-7
O=C(NP(=O)(N1CC1)N1CC1)c1cc(I)ccc1I	1	-0.8	-1.2	-2	1.5	-5	4	-0.1	4.7	1	-5
CN(C)C1(CNC(=O)Cc2ccccc2F)CCCCC1	-4	-1.1	0.1	-2	0.5	-2	-5	0.1	-1.9	1	-1
COC(=O)C(O)(c1ccc(N(C)C(=O)OC(C)C)cc1)C(F)(F)F (stereo not drawn)	3	-1.1	0.2	-2	-0.1	4	5	-1.1	-1.3	-2	0
COc1ccc(N2C(=O)/C(=C/C=C/c3ccccc3[N+](=O)[O-])C(=O)NC2=S)cc1	-7	0.3	0.6	-4	4.7	-2	2	.	-1.4	3	2
CN1CCN(c2cn[nH]c(=O)c2Cl)CC1	-2	-1.1	0.3	-3	-1.1	-3	0	0.3	2.0	-3	-5
CN(C)c1ccc(/C=C2/C(=O)NC(=O)N(CCc3ccc(F)cc3)C2=O)cc1	1	-1.6	-0.3	-1	1.2	-5	6	-0.1	-1.8	-4	-3
Cc1ccc(-n2c(O)c(C=NCC3CCCO3)c(=O)[nH]c2=O)c(C)c1 (stereo not drawn)	-2	-1.3	0.8	1	1.0	-4	-3	1.1	0.0	1	-2
CC(C)CNP(=S)(c1ccccc1)C(C)(C)C (stereo not drawn)	-2	-1.6	0.3	-1	-0.6	-4	2	-1.4	-1.7	0	-5
C[C@]12CC[C@H](N)CC1=CCC1C2CC[C@@]2(C)C1CC[C@@H]2O (stereo partly drawn)	-3	-1.8	-0.4	3	0.7	3	3	0.9	3.7	-1	-4
CCc1cc2c(cc1-c1csc(C/C(N)=N/O)n1)C(C)(C)CCC2(C)C	9	-1.0	-1.1	1	-1.6	-1	2	-0.7	6.5	3	1
O=c1[nH]c(=O)n(Cc2ccco2)c(O)c1C=NCCN1CCOCC1	3	-0.7	0.5	0	-1.1	0	3	-0.3	-1.2	-1	-1
COc1cc(C2c3cc(O)c(OC)cc3CC3C(=O)OCC32)ccc1O (stereo not drawn)	-1	-1.4	1.1	-2	-0.6	6	1	4.8*	-1.6	2	-4
COc1cccc(C(=O)C2CCCN(Cc3ccon3)C2)c1 (stereo not drawn)	0	-1.5	0.7	-1	-0.1	-3	0	0.3	1.0	-1	-2
COC(=O)C1=C(c2ccc(S(C)(=O)=O)cc2)C[C@@H]2CC[C@H]1N2C(=O)N1CCCCC1	4	-1.0	0.5	0	-1.5	-4	-2	0.7	-2.2	3	3
COP(=O)(OC)C(NC(=O)/C=C/c1ccccc1)C(Cl)(Cl)Cl (stereo not drawn)	-1	-1.0	0.2	3	1.3	-4	-4	-0.2	9.8	2	0
CCOC(=O)N(CC)c1ccc(C(O)(C(=O)OCC)C(F)(F)F)cc1 (stereo not drawn)	1	-0.9	-0.7	0	-1.4	2	-6	-1.4	-3.0	2	5
O=C(Cc1ccccc1)Oc1cccc(-n2cnnn2)c1	-2	-2.0	0.3	2	-1.4	0	1	0.1	1.8	-1	-1
COc1cccc(-c2nn(Cc3ccccc3)cc2C(=O)O)c1	1	-1.0	0.5	-1	-0.2	-1	-5	2.4	-1.6	-2	-1
Cc1ccsc1C(=O)C1CCCN(Cc2cnc(N)nc2)C1 (stereo not drawn)	2	-0.9	0.5	-1	-0.4	-4	3	0.5	-0.7	0	-2
Cc1c(C(c2ccc(O)cc2)c2c(O)c3ccccc3oc2=O)c(=O)n(-c2ccccc2)n1C (stereo not drawn)	1	-0.8	-0.2	1	-1.0	1	0	-0.8	-1.2	-3	4
CCCN(CC#CCOc1ccc(OC)cc1)CCC	1	-1.5	0.0	3	-1.1	3	-6	-0.1	0.6	0	1
CC(=O)OC1CCC2(C)C(CCC3C2CC(=O)C2(C)C3CC(N3CC3)C2C(C)=O)C1 (stereo not drawn)	-4	-1.1	-3.8	-6	-0.9	-3	5	-1.1	0.3	2	-3
COc1ccc(-n2c(-c3ccccc3)nc3ccccc3c2=O)cc1	3	-2.3	0.1	-6	-1.8	-4	1	1.7	0.0	6	2
O=c1[nH]c2ccccc2n1C1CCN(Cc2ccc(-c3nc4ccc(F)cc4nc3-c3ccccc3)cc2)CC1	-5	-1.2	-2.1	-3	-1.4	-6	5	.	-3.1	-3	-2
CCC1(c2ccccc2)C(=O)N(COC)C(=O)N(COC)C1=O	4	-1.1	-0.4	-3	-0.6	1	2	1.6	-1.2	1	-2
COc1cccc(NC(=O)[C@@H](NC(=O)N2C[C@H]3C[C@@H](C2)c2cccc(=O)n2C3)C(C)C)c1	-5	-1.1	-0.3	0	2.0	5	3	-0.6	-0.4	3	-1
Clc1cccc(N2CCNCC2)c1	4	-1.2	0.7	-4	-3.7	1	-5	0.4	-1.9	3	3
CCN1CCN(C(=O)COc2ccc(S(=O)(=O)Nc3ccc(Cl)cc3)cc2)CC1	-3	-1.1	-0.6	1	-1.2	1	0	0.5	-2.5	3	-4
COc1ccc(CCn2c(O)c(/C=N/N3CCOCC3)c(=O)[nH]c2=O)cc1OC	0	-1.4	-0.3	-4	0.6	-3	-1	.	-1.4	-2	-5
O=C(Cc1c(Cl)cccc1Cl)N1CCN(Cc2ccccc2)CC1	2	-1.3	0.2	-2	-1.3	0	-1	-0.6	-0.3	0	2

Molecules above that contain a tert-butyl group:
SMILES	Rev-erbA mod	ssDAF-12 act	DAX1 inh-1	SMARCA2 activ	hcDAF12 agonist	PLC-beta3 inh	MBD2 inh	DAX1 inh-2	hgDAF-12 ag	PLC-gamma1 inh	ADAM17 inh
Cn1cccc1/C=C1/C(=O)NC(=O)N(C(C)(C)C)C1=O	-1	-1.3	-0.8	-3	-1.4	-43	-8	4.8*	-2.2	4	1
CC(C)CNP(=S)(c1ccccc1)C(C)(C)C (stereo not drawn)	-2	-1.6	0.3	-1	-0.6	-4	2	-1.4	-1.7	0	-5

(continued)
SMILES	Rev-erbA mod	ssDAF-12 act	DAX1 inh-1	SMARCA2 activ	hcDAF12 agonist	PLC-beta3 inh	MBD2 inh	DAX1 inh-2	hgDAF-12 ag	PLC-gamma1 inh	ADAM17 inh
Cc1ccc(CNC2=NCCS2)cc1	4	-1.4	0.1	-4	1.1	-2	7	1.2	1.8	-1	-1
CCCn1c(C(=O)c2ccccc2)nc2ccccc21	-2	-1.9	-0.1	-2	-1.4	-10	-2	0.0	-2.0	-4	-2
Cc1nnc2ccc(N3CCN(C)CC3)nn12	-1	-1.1	0.4	0	-0.3	-1	-1	0.4	0.0	1	-5
COc1ccc(-c2nn(CCC#N)cc2C(=O)Nc2ccccc2Cl)cc1	-2	-1.7	-0.5	0	-0.9	-2	-1	0.3	-1.1	3	1
O=C(Cc1cccs1)N1CCC2(CC1)OCCO2	-2	-1.0	-0.1	3	-0.9	2	-7	0.5	-1.0	0	2
Clc1ccc2[nH]c3c(c2c1)CCNC3	-2	0.9*	-0.2	0	-1.8	-4	2	2.6	1.2	3	-1
COc1ccc(C(=O)OC2CC[C@@]3(C)C4CCC5[C@]6(O)CC(O)[C@@]7(O)C(CN8CC(C)CCC8[C@@]7(C)O)[C@]6(O)C[C@@]53O[C@]24O)cc1OC (stereo partly drawn)	6	-0.8	0.2	4	-1.2	-9	0	0.2	-0.9	8	-7
CCN(CC)C(=O)COc1cc(C)cc2oc(=O)c3c(c12)CCCC3	-3	-1.2	-1.2	-4	-2.2	-132	-6	-1.8	-1.9	-117	-97
CS(=O)(=O)c1ccc(C2=C(CNC(=O)c3cccnc3)[C@H]3CC[C@@H](C2)N3Cc2ccccc2)cc1	-1	-1.2	1.8	13*	-0.5	1	-7	-0.1	-1.9	-1	0
CC(NC(=O)N1CC1(C)C)c1ccccc1 (stereo not drawn)	4	-0.6	-0.4	8	0.2	-1	2	0.1	1.1	1	-4
Cc1cc(NC(=O)COC(=O)c2c(C)nn(Cc3ccccc3Cl)c2Cl)no1	2	0.1	0.2	-3	-1.8	-1	1	-1.6	-0.7	2	-3
CCC(COC(=O)c1cc(OC)c(OC)c(OC)c1)(c1ccccc1)N(C)C (stereo not drawn)	-5&2&-5	-1.6&-0.9	-0.1&-0.1	-4&-2	-1.5&-1.4	-3&-2	2&-1	-1.0&1.4	1.7&0.3	-1&0	-4&-4
CCSc1nnc([C@@H](N)Cc2ccccc2)o1	0	-0.5	0.5	-2	-0.2	2	-1	-0.4	0.6	4	-1
CC/C(=N\NC(=O)c1ccccc1O)c1c(O)n(C2CCCCC2)c(=O)[nH]c1=O	2	-0.5	0.1	1	1.0	-41	-8	1.0	1.4	-20	-11
Cc1cc(CN(C)C)c(OC(=O)N(C)C)cc1C	4	-1.4	-0.4	-6	-1.9	3	4	2.0	1.1	0	-3
O=C1NC(=O)N(c2ccc(Cl)cc2)C(=O)/C1=C/c1coc2ccc(O)cc2c1=O	1	-0.6	-0.4	-2	3.6	-28	0	1.4	0.5	-14	-6
CCN1C(=O)C(=Cc2ccc(C)s2)C(=O)N(CC)C1=S	2	-0.4	2.3	4	1.5	-7	1	0.5	5.0	-4	2
CCCCn1c(O)c(/C(CC)=N/N2CCCCC2c2cccnc2)c(=O)[nH]c1=S (stereo not drawn)	3	-1.5	-0.4	0	1.4	2	1	0.3	-3.5	3	1
Cc1ccc(N)cc1Cl	-2	-1.4	-0.7	5	-1.5	-2	2	0.7	-1.1	2	0
COC(=O)C1=C(c2ccc(S(C)(=O)=O)cc2)C[C@@H]2CC[C@H]1N2C(=O)NC(C)C	3	-1.3	0.0	0	-0.2	4	3	0.3	3.9	-2	2
CCC1CCCCN1P(=O)(c1ccc(C)o1)C(C)(C)C (stereo not drawn)	0	-0.9	-0.1	-4	-1.4	1	7	-0.4	-4.6	1	0
Cn1cc(NC(=O)CCl)cn1	-3	-1.6	-2.7	0	1.2	-4	-2	-0.8	-2.3	3	-2
COC(=O)C1C(O)CC2CCC1N2C (stereo not drawn)	2	-1.2	1.0	-2	-0.2	0	3	-0.3	1.4	1	-3
COc1ccc(-n2c(CNCCc3ccc(C)cc3)nc3ccccc3c2=O)cc1	5	-0.3	-0.4	1	-0.7	-2	3	-0.4	1.7	3	1
CCN(C(=O)Oc1ccccc1)c1ccc(C(O)(C(=O)OC)C(F)(F)F)cc1 (stereo not drawn)	0	-1.2	-0.9	-5	-3.9	8	-2	2.2	-3.6	4	6
